Screens from PubChem.
S100A4 inh HTS – S100A4-myosin IIA interaction inhibition; P26447; S100A4/TAMRA-MyoIIA peptide fluorescence polarization; inhibition, % at 10.7 µM; hit rate 0.14% among 360,000; AID 652163;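 active = mean inhibition of at least 70% across replicates, with every replicate also reaching that level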
Target sequence (P26447 whole entry, looked up): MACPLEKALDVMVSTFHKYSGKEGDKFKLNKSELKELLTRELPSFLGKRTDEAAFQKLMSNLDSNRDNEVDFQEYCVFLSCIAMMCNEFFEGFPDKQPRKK
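Material: S100A4 monomer protein / Buffer or medium: 50 mM HEPES pH 7.2, 10 mM CaCl2, 100 mM KCl / Times: 5 min incubation before reading / Benchmarks: neutral control DMSO, positive control TFP / Reagent: labelled myosin peptide probe, 5 nM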
XiGFP reactiv – activators of X-chromosome reactivation in mouse fibroblasts | XiGFP mouse fibroblasts, % GFP-positive cells imaging, 3 d; cells co-treated with 5-aza-dC sensitizer; scaled so ellipticine positive control = 100% | activation, % at 7.58 µM | hit rate 0.055% among 360,000 | AID 743238;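 active = mean normalized replicate activation at least 10% and every replicate at or above 10%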;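 note: 0% = median of on-plate neutral control wells and 100% = ellipticine 6 µM median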
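Assay system: SV40-immortalized XiGFP fibroblast cells, line 68-5-11; buffer or medium: DMEM plus 5-aza-dC sensitizer; compound: one concentration, pinned; timing: compounds 3 days, fix/stain 15 min at room temperature; benchmarks: positive control ellipticine, 6 µM final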
esBAF inh – SWI/SNF esBAF complex inhibition; hit rate 2% among 350,000; AID 602393; mouse ES cells, Bmi1-luciferase knock-in reporter, 24 h; 100% = twice the neutral-well signal; reporter increase, % at 12.5 µM; in the data active = activation above about 40%;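 note: 0% = median of the plate's neutral control wells and 100% = double that signal; a rise in the Bmi1 reporter signal indicates esBAF inhibition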
EWS-Fli inh – EWS/Fli transcriptional activity inhibition | AID 651661 | inhibition, % at 12.6 µM | hit rate 0.67% among 350,000 | A673 NR0B1-luciferase reporter, viability-normalised;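 active = mean inhibition of at least 50% after viability correction, with every replicate also passing that limit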;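 note: firefly luciferase signal divided by Alamar Blue viability fluorescence both relative to DMSO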
FN deposition inh – fibronectin deposition inhibition; AH1F fibroblasts, Alexa488-fibronectin deposition fluorescence, overnight; inhibition, % at 12.6 µM; hit rate 0.086% among 350,000;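 active = mean inhibition across replicates of 30% or more, regardless of how many single replicates reach that level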;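 note: positive control wells lacked labelled fibronectin entirely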
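Material: AH1F fibroblast monolayer depositing Alexa488-labelled fibronectin into matrix | Input: 10000 AH1F cells/well | Medium: DMEM plus 2% serum, read in PBS | Reagent: Alexa488-fibronectin, 24 nM final in well | Compound dosing: One dose per compound, pinned | Schedule: 1 h adhesion, overnight exposure | Measured by: Fluorescence at 485 nm excitation, 525 nm emission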
RAD52 anneal inh – blocks human RAD52 DNA annealing | inhibition, % at 18.7 µM | hit rate 0.46% among 360,000 | P43351 | recombinant RAD52 DNA annealing, FRET fluorescence;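 active = every replicate showing at least 50% inhibition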
RAD54 branch – inhibitors of human RAD54 branch migration. Q92698. RAD54 Holliday junction branch migration, FAM/BHQ fluorescence. inhibition, % at 10.4 µM. hit rate 0.14% among 360,000;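 active = mean normalized replicate activity at least 40 and at least half of replicates scoring 40 or more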;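 note: 0% = median of neutral control wells and 100% = median of positive control wells; inhibitors cause a drop in the FAM fluorescence signal; in these data hits start at about 50%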
Target sequence (Q92698 whole entry, looked up): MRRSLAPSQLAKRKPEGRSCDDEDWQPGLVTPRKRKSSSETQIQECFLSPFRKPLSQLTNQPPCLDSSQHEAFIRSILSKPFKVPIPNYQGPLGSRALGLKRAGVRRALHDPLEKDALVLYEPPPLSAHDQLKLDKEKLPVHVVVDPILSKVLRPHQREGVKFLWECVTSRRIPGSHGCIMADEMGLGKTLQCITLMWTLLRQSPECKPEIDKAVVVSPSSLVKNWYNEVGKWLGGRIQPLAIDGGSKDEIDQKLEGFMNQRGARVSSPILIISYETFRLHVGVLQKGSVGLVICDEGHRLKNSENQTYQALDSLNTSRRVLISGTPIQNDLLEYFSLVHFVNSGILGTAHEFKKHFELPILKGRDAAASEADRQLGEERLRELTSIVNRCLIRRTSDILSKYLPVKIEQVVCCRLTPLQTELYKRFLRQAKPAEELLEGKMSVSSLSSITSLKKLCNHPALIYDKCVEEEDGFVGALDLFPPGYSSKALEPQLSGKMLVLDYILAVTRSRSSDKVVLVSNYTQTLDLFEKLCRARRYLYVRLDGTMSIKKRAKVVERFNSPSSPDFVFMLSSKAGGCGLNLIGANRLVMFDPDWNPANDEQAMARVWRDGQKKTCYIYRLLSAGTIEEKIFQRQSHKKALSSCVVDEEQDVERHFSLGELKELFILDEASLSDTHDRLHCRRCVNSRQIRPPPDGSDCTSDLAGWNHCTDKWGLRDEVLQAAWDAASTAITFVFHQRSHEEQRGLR
* marks the source's active call; other numbers are inactive results; nt = no result given. Only part of the results is shown; count on the stated rates, not on these rows.

SMILES	S100A4 inh HTS	XiGFP reactiv	esBAF inh	EWS-Fli inh	FN deposition inh	RAD52 anneal inh	RAD54 branch
OC(CN1CCOCC1)CN(c1ccccc1)c1ccccc1 (centres undefined)	nt	nt	2	nt	nt	nt	-16
CCOC(=O)c1ccc(NC(=O)CSc2nccn2C)cc1	nt	nt	25	nt	nt	nt	-12
COc1cccc(-c2csc(N3CCN(C(=S)Nc4ccccc4Cl)CC3)n2)c1	nt	nt	6	nt	nt	nt	1
Cc1ccc(-c2csc3nc[nH]c(=S)c23)cc1C	nt	nt	-3	nt	nt	nt	1
OC1CCCN(Cc2ccc3c(c2)Cc2ccccc2-3)C1 (centres undefined)	nt	nt	21	nt	nt	nt	8
CCOc1ccc(C2C(C#N)=C(N)SC(N)=C2C#N)cc1OCC	nt	nt	-9	nt	nt	nt	-59
C/C(=C\C#N)n1nc(C)cc1N	nt	nt	9	nt	nt	nt	-5
CCOC(=O)C1=C(N)c2ccccc2CC1C(C)C (centres undefined)	nt	nt	11	nt	nt	nt	-4
O=S(=O)(Nc1ccc2c3c(cccc13)CC2)c1ccc(F)cc1	nt	nt	7	nt	nt	nt	0
CCOC(=O)c1[nH]c2ccc(OC)cc2c1NC(=O)CN1CCSCC1	nt	nt	-5	nt	nt	nt	0
O=C(c1ccc(F)cc1)N1CCCCN2[C@H](CO)[C@H](c3ccc(-c4ccc(F)cc4)cc3)[C@@H]2C1	nt	nt	nt	-12	nt	nt	3
O=C(C1CC1)N1CCCCN2[C@H](C1)[C@H](c1ccc(C#CC3(O)CCCC3)cc1)[C@@H]2CO	nt	nt	nt	9	nt	nt	-8
CN1C(=O)c2cc(NC(=O)c3cncs3)ccc2OC[C@H]2O[C@@H](CC(=O)Nc3ccccc3F)CC[C@@H]21	nt	nt	0	2	nt	nt	nt
CCCN(C)C[C@@H]1Oc2cc(C3=CCCCC3)ccc2S(=O)(=O)N([C@@H](C)CO)C[C@H]1C	nt	nt	-2	18	nt	nt	nt
C[C@@H]1CN([C@H](C)CO)C(=O)CCCn2cc(nn2)CO[C@@H]1CN(C)C(=O)Nc1ccccc1F	nt	nt	3	-1	nt	nt	nt
CCCN1C[C@@H](C)[C@H](OC)CN(C)C(=O)c2cc(NC(=O)Nc3cccc(OC)c3)ccc2OC[C@H]1C	nt	nt	-4	18	nt	nt	nt
CCCN(C)C[C@@H]1Oc2ncc(-c3ccccc3)cc2C(=O)N([C@H](C)CO)C[C@H]1C	nt	nt	1	-6	nt	nt	nt
CCCC#Cc1ccc(CC[C@H]2O[C@H]3CC[C@H](CO)O[C@H]3C[C@@H]2n2cc(C(C)(C)O)nn2)cc1	-7	nt	nt	nt	nt	1	nt
CN(C)CC#Cc1cccc(-c2nc(C(=O)N3CCN(Cc4ccccc4)CC3)cc3c2[C@H](CCO)N(S(=O)C(C)(C)C)C3)c1 (some centres undefined)	-16	nt	nt	nt	nt	-13	nt
CCCc1cn([C@@H]2C[C@@H]3O[C@H](CO)CC[C@@H]3O[C@@H]2CCc2ccc(-c3cccc(OC)c3)cc2)nn1	21	nt	nt	nt	nt	9	nt
Cc1ccc(/C=C/C(=O)C2C(=O)c3ccccc3C2=O)cc1	-1	nt	nt	nt	nt	-32	nt
CCCC#Cc1ccc(CC[C@H]2O[C@H]3CC[C@@H](CO)O[C@H]3C[C@H]2NC(=O)c2cnccn2)cc1	1	nt	nt	nt	nt	5	nt
Cc1ccc(C(=O)Nc2nc(=O)n(C(=O)CC(C)C)s2)cc1	-8	nt	nt	nt	nt	6	nt
Cc1nc2ccc(NC(=O)c3nn(C(C)C)c(=O)c4ccccc34)cc2s1	nt	0.0	nt	nt	nt	nt	-4
COCCCNC(=O)/C(=C\c1cccn1C)NC(=O)c1cccs1	nt	0.0	nt	nt	nt	nt	-2
Cc1ccc(C(=O)COc2ccccc2-c2ccccc2)cc1C	nt	0.0	nt	nt	nt	nt	10
CCc1ccc(/C=N\NC(=O)c2ccc(Br)o2)s1	nt	0.0	nt	nt	nt	nt	1
Cc1cc(C)nc(SCC(=O)n2c3c(c4ccccc42)CCCC3)n1	nt	-0.1	nt	nt	nt	nt	1
Cc1cccc(Nc2nnc(SC/C(O)=C(\C#N)c3nc4ccccc4[nH]3)s2)c1C	nt	-0.1	nt	nt	nt	nt	-2
COc1ccc(C(C)NC(=S)NC2CCCC2)cc1OC (centres undefined)	nt	0.0	nt	nt	nt	nt	-6
Cc1ccc(-n2nnnc2SCc2nc3sc(C)c(C)c3c(=O)[nH]2)cc1	nt	6.0	nt	nt	nt	nt	-2
COc1ccc(/C=C/C(=O)OCC(=O)N2CC(=O)Nc3ccccc32)cc1	nt	0.1	nt	nt	nt	nt	-14
O=C(Nc1ccccc1)c1ccc[n+](Cc2ccc([N+](=O)[O-])cc2)c1	nt	0.0	nt	nt	nt	nt	-2
CCCN1CNC(=S)N(c2ccccc2OC)C1	nt	0.1	nt	nt	nt	nt	-1
CCOC(=O)CC(NC(=O)C(CC)c1ccccc1)c1ccccc1Cl (centres undefined)	nt	0.1	nt	nt	nt	nt	6
CCCn1c(=O)c(C(=O)NNS(=O)(=O)c2ccc(Cl)cc2)c(O)c2ccccc21	nt	0.0	nt	nt	nt	nt	4
Cc1c(C(=O)Nc2ccccc2C(=O)N2CCOCC2)cccc1[N+](=O)[O-]	nt	0.0	nt	nt	nt	nt	-16
Cc1ccc2sc(C)[n+](CCC(C)S(=O)(=O)[O-])c2c1 (centres undefined)	nt	0.0	nt	nt	nt	nt	-3
O=C1CC(c2ccccc2)CC(=O)C1Sc1ccc(Cl)cc1 (centres undefined)	nt	0.0	nt	nt	nt	nt	-8
Cc1ccc(-n2c(O)c(/C=N/NC(=O)C3COc4ccccc4O3)c3ccccc3c2=O)cc1 (centres undefined)	nt	0.3	nt	nt	nt	nt	10
COc1ccc(NC(=O)c2ccc3ccccc3n2)cc1S(=O)(=O)Nc1ccccc1Cl	nt	-0.1	nt	nt	nt	nt	0
Cc1ccc(C(=O)N2CCN(c3ncccn3)CC2)cc1S(=O)(=O)N1CCCCC1	nt	-0.1	nt	nt	nt	nt	-5
CCCCN1CNC(=S)N(c2ccccc2OCC)C1	nt	0.4	nt	nt	nt	nt	14
COc1ccc(Nc2nnc(SCc3cn4c(C)cccc4n3)s2)cc1	nt	1.3	nt	nt	nt	nt	1
COc1cccc(/C=C/C(=O)Nc2ccc(OC)nc2)c1	nt	0.2	nt	nt	nt	nt	-6

Shown with each value named: part of the list above
O=C1CC(c2ccccc2)CC(=O)C1Sc1ccc(Cl)cc1 (centres undefined)
  S100A4 inh HTS: nt
  XiGFP reactiv: 0.0
  esBAF inh: nt
  EWS-Fli inh: nt
  FN deposition inh: nt
  RAD52 anneal inh: nt
  RAD54 branch: -8

Cc1ccc(-n2c(O)c(/C=N/NC(=O)C3COc4ccccc4O3)c3ccccc3c2=O)cc1 (centres undefined)
  S100A4 inh HTS: nt
  XiGFP reactiv: 0.3
  esBAF inh: nt
  EWS-Fli inh: nt
  FN deposition inh: nt
  RAD52 anneal inh: nt
  RAD54 branch: 10

COc1ccc(NC(=O)c2ccc3ccccc3n2)cc1S(=O)(=O)Nc1ccccc1Cl
  S100A4 inh HTS: nt
  XiGFP reactiv: -0.1
  esBAF inh: nt
  EWS-Fli inh: nt
  FN deposition inh: nt
  RAD52 anneal inh: nt
  RAD54 branch: 0

Cc1ccc(C(=O)N2CCN(c3ncccn3)CC2)cc1S(=O)(=O)N1CCCCC1
  S100A4 inh HTS: nt
  XiGFP reactiv: -0.1
  esBAF inh: nt
  EWS-Fli inh: nt
  FN deposition inh: nt
  RAD52 anneal inh: nt
  RAD54 branch: -5

Other entries:
SMILES	S100A4 inh HTS	XiGFP reactiv	esBAF inh	EWS-Fli inh	FN deposition inh	RAD52 anneal inh	RAD54 branch
CCCCOC(=O)c1ccc(NC(=O)COC(=O)CSc2nc(C)cc(C)n2)cc1	nt	0.0	nt	nt	nt	nt	0
COC(=O)c1sccc1NC(=S)N1CCN(c2ccc(F)cc2)CC1	nt	-0.1	nt	nt	nt	nt	-15
COc1ccc(C(=O)NN2CC(O)=C(c3nc4ccccc4n3C)C2=N)cc1OC	nt	0.1	nt	nt	nt	nt	6
CC(=O)N1CCN(C(=O)c2ccc(-n3c(C)ccc3C)cc2)CC1	nt	0.0	nt	nt	nt	nt	-3
COc1ccc(C2SCCN2C(=S)Nc2ccc(Cl)cc2)cc1 (centres undefined)	nt	0.0	nt	nt	nt	nt	6
CC1(C)C2CCC1(CS(=O)(=O)Nc1ccc(S(=O)(=O)N3CCCCC3)cc1)C(=O)C2 (centres undefined)	nt	0.1	nt	nt	nt	nt	-11
Cc1cccc(NC(=S)NNC(=O)Cc2ccccc2)c1	nt	-0.1	nt	nt	nt	nt	4
C=CCn1c(-c2oc3nc(-c4ccccc4)cc(-c4ccccc4)c3c2N)n[nH]c1=S	nt	2.7	nt	nt	nt	nt	-7
O=C(COc1cccc(Cl)c1)N/N=C\c1cc2ccccc2nc1Cl	nt	0.0	nt	nt	nt	nt	-6
CCC(C)c1ccccc1OCCCCN1CCCC1 (centres undefined)	nt	0.0	nt	nt	nt	nt	1
CCNC(=S)NNC(=O)c1ccccn1	nt	0.0	nt	nt	nt	nt	3
CCCOCn1cc(F)c(=O)[nH]c1=O	nt	0.1	nt	nt	nt	nt	6
Cc1cc(C)c(NC(=O)/C=C\C(=O)O)c(Cl)c1	nt	0.1	nt	nt	nt	nt	4
CN(c1ccccc1)S(=O)(=O)c1cccc(NC(=O)CSc2nncs2)c1	nt	0.0	nt	nt	nt	nt	-1
COCCNCCCCOc1ccc(Br)cc1C	nt	0.0	nt	nt	nt	nt	0
CCN(CC)c1cc(-c2ccccc2)ncn1	nt	0.0	nt	nt	nt	nt	-6
Cc1nn(C)c(C)c1CNC(=O)/C=C/c1ccccc1F	nt	0.0	nt	nt	nt	nt	-19
Cc1cccc(N2CN(Cc3ccco3)CNC2=S)c1C	nt	0.0	nt	nt	nt	nt	3
N#CC(c1ccccc1)C1CCN(Cc2ccccc2)CC1 (centres undefined)	nt	0.1	nt	nt	nt	nt	-1
CN(C)CCCNC(=S)NCc1ccc(Cl)cc1	nt	0.0	nt	nt	nt	nt	4
CCOC(=O)c1cc(-c2ccccc2)sc1NC(=O)c1ccc(OC)c(OC)c1	nt	0.0	nt	nt	nt	nt	-7
Cc1ccc(Nc2nnc(SCC3CCCCO3)s2)cc1 (centres undefined)	nt	0.0	nt	nt	nt	nt	-5
COc1ccccc1NC(=S)N(Cc1ccco1)Cc1cc2cccc(C)c2[nH]c1=O	nt	-0.1	nt	nt	nt	nt	1
Cc1c(Cl)c([N+](=O)[O-])nn1CCCC(=O)Nc1sc2c(c1C(N)=O)CCC(C)C2 (centres undefined)	nt	0.1	nt	nt	nt	nt	3
CCN1CCN(C(=O)CCc2nc3ccccc3n2-c2ccccc2)CC1	nt	0.0	nt	nt	nt	nt	1
Oc1c(Cl)cc(Cl)c2c1NCCC2	nt	nt	nt	nt	-1	nt	10
COc1ccccc1-c1nnc2sc(COc3ccc(F)cc3)nn12	nt	nt	nt	nt	1	nt	8
COc1cccc2cc(-c3nc(-c4cccs4)cs3)c(=O)oc12	nt	nt	nt	nt	3	nt	-14
CCn1nnnc1SCC(=O)Nc1ccc(OC)cc1	nt	nt	nt	nt	3	nt	-3
COC(=O)Nc1nnc(Cc2ccc(Cl)cc2)s1	nt	nt	nt	nt	-3	nt	1
CCCS(=O)(=O)N1CCN(C(=O)c2cccnc2)CC1	nt	nt	nt	nt	-6	nt	5
CC1(C)C2CCC13CS(=O)(=O)N[C@@H]3C2 (some centres undefined)	nt	nt	nt	nt	4	nt	5
Cc1cc2c(C)c(C)c(=O)[nH]c2cc1N	nt	nt	nt	nt	-12	nt	-2
COc1ccccc1Nc1nc2ccc(C)cc2cc1C#N	nt	nt	nt	nt	2	nt	-12
CN1CCCN(Cc2ccccc2C(F)(F)F)CC1	nt	nt	nt	nt	-12	nt	-9
Cc1nc(SCc2ccc(Br)cc2)[nH]c(=O)c1C	nt	nt	nt	nt	-1	nt	3
